Screening results (PubChem BioAssay)
VCAM1 TNFa inh: reduces TNF alpha induced VCAM1 expression in HUVEC; inhibition, % at 2 µM; AID 802; HUVEC TNFa-induced VCAM-1 immunofluorescence, high-content imaging; actives 0.48% (n = 95,000);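 active = inhibition above the batch mean plus 3 SD, with images confirmed as a hit by eye, cut at about 37% in these data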;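 note: 0% = TNF-stimulated DMSO wells and 100% = unstimulated control wells; not every result past the cut was called active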
HUVEC inhibit: blocks proliferation of human endothelial cells; HUVEC proliferation, CellTiter-Glo luminescence, 72 h; hits give low values; viability, % at 10 µM (by protocol); actives 1.1% (n = 86,000); AID 648;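 active = viability at or below 30%; inactive = viability above 30%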;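 note: 100% = median luminescence of DMSO-only cell control wells on each plate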
Fibroblast inh: blocks proliferation of human lung fibroblasts. LL 47 human lung fibroblast viability, ATP luminescence; hits give low values. viability, % at 10 µM. actives 1.1% (n = 85,000). AID 719;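 active = viability at or below 50% in the single dose screen; inactive = viability above 50%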;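 note: compound exposure lasted 72 h before the ATP readout; 100% = median luminescence of untreated cell-only wells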
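test system = LL 47 human lung fibroblasts | amount = 1,150 fibroblasts seeded per well | medium = 15% FBS in IMEM | times = overnight cell rest, 72 h compound treatment at 37 °C | measured by = CellTiter-Glo luminescence measuring cellular ATP | read-out = viability percentage against median untreated-cell control | benchmarks = cell-only wells, no compound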
H69AR growth 86K: growth inhibitors of human H69AR lung tumor cells; actives 6% (n = 85,000); viability, % at 10 µM; AID 598; H69AR lung tumor viability, ATP luminescence, 72 h; hits give low values;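 active = viability at or below 40%; inactive = viability above 40%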;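 note: multidrug resistant small cell line overexpressing MRP-1 efflux transporter; 100% = mean luminescence of untreated control wells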
IL1B cytotox: HUVEC cytotoxicity counter-screen, IL-1B stimulated; HUVEC cell count loss, Hoechst imaging; cell count reduction, % at 2 µM; actives 0.41% (n = 94,000); AID 845;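 active = cell count reduction more than 3 SD above the screen-wide mean, cut at about 70% in these data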;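 note: normalized per plate to untreated control cells as the no-loss baseline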
Smad3 inh: inhibitors of human Smad3 transcription factor binding. TR-FRET Smad3/Dy647-FoxH1 peptide binding, europium anti-His. actives 0.29% (n = 88,000). P84022. inhibition, % at 25 µM;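 active = compounds that reduce the energy-transfer binding signal between the protein and its labelled peptide by more than half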;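 note: 0% = Smad3 plus labelled peptide maximal FRET and 100% = peptide-only background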
Pyk2 oligo antag: antagonists of human Pyk2 oligomerization. Q293 cells, Pyk2 FERM NanoBiT luminescence; hits give low values. AID 1347419. actives 0.83% (n = 99,000). z-score (the deposit names both 25 µM and 10 µM);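 active = Z-score of -3 or lower, scaled per plate to the spread of control and sample wells; inactive = z-score above -3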;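 note: negative z-score means lost luminescence so less FERM oligomerization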
Target sequence (Q14289 whole entry, looked up): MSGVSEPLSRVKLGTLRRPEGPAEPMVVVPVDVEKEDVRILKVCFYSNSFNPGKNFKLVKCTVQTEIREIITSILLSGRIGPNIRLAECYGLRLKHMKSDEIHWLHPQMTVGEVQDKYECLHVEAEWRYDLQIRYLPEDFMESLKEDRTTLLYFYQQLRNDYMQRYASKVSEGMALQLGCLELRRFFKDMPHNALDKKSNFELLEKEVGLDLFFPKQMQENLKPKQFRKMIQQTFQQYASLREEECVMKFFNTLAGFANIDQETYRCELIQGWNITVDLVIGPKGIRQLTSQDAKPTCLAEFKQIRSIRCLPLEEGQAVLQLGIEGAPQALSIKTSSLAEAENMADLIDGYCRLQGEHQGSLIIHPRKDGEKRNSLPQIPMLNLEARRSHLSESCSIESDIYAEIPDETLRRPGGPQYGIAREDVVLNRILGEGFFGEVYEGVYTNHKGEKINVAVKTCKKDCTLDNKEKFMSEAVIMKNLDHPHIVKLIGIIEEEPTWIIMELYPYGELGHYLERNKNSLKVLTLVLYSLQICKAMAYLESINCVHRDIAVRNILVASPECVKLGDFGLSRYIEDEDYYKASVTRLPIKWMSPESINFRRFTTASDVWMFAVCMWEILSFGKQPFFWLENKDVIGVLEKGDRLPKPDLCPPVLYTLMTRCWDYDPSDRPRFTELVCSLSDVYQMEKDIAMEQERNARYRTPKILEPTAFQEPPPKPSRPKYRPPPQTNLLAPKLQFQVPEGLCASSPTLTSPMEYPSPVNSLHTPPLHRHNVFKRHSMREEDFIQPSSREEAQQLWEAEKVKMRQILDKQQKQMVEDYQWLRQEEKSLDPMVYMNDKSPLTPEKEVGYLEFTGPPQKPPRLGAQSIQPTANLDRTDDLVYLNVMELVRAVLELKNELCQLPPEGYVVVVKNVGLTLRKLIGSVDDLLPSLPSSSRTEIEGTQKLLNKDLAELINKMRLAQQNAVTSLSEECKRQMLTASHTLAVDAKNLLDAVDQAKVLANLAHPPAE
TNFa cytotox: toxic to HUVEC cells under TNF alpha stimulation. HUVEC TNFalpha-stimulated, Hoechst cell count, imaging. cell count reduction, % at 2 µM. actives 0.17% (n = 93,000). AID 848;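 active = cell count reduction exceeding the screen mean by over 5 SD, scaled to untreated wells per plate, cut at about 78% in these data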;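 note: cells counted after 24 h of TNF alpha exposure following the 1 h pretreatment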
cytoskel mod: modifiers of cytoskeleton assembly. HUVEC TNFa F-actin phalloidin imaging, high content. inhibition, % at 2 µM. actives 0.18% (n = 91,000). AID 836;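 active = inhibition above the batch mean plus 3 SD and confirmed as a hit by visual image inspection, cut at about 30% in these data, passing the limit was not always enough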; note: strong numbers were not always called active
Starred values were filed as active, the others as inactive; nt = no result given; [ ] = remark or other dose.

SMILES	VCAM1 TNFa inh	HUVEC inhibit	Fibroblast inh	H69AR growth 86K	IL1B cytotox	Smad3 inh	Pyk2 oligo antag	TNFa cytotox	cytoskel mod
COc1ccccc1-n1c(SCC(=O)NC(C)(C)C)nc(O)c(Cc2ccccc2)c1=O	14	91	94	96	1	3	-0.55	-10	-7
CN(C)c1ccc(/C=N/NC(=S)NCc2ccccc2)cc1	9	nt	nt	nt	-4	nt	-0.68	18	-26
COc1ccc(CCNC(=O)C2CCCN(c3nn4c(=O)cc(C)nc4s3)C2)cc1OC (stereo not drawn)	6	93	102	90	-19	7	0.58	-1	-15
O=C(O)Cn1c(CC(=O)N2CCCC2)nc2ccccc21	15	88	95	94	9	-6	-0.07	-8	-13
CCS(=O)(=O)NCC(c1cccnc1)N1CCN(c2ccccc2F)CC1 (stereo not drawn)	nt	105	94	94	nt	3	0.38	nt	nt
O=C(Cc1cccs1)N1CCCC(c2nc(-c3ccc(S(=O)(=O)N4CCCC4)cc3)no2)C1 (stereo not drawn)	-1	101	91	81	-3	7	-0.57	-27	-43
COC(=O)C1=C(NC(=O)c2ccc(C)c(C)c2)CCS1	4	nt	nt	nt	0	nt	0.53	-21	38
Cn1c(=O)[nH]c(=O)c2c1nc(CN1CCN(c3ccc(F)cc3)CC1)n2CCCc1ccccc1	-3	89	97	71	-3	-7	-0.79	-20	-2
O=C1OCCC1Sc1nnc(-c2ccc3c(c2)OCO3)n1-c1ccccc1 (stereo not drawn)	-22	105	100	98	-9	-8[fluorescence artefact?]	0.64	-12	3
CCOc1ccc(N(CC(=O)NCCCOC)S(C)(=O)=O)cc1	nt	97	93	86	nt	-6	-0.49	nt	nt
CCNC(=O)Nc1cc2nc(C)n(Cc3ccc(Br)cc3)c2nc1C	-16	100	92	nt	-73	2	0.65	-15	nt
CC1CCCCN1Cc1ccc(N)cc1 (stereo not drawn)	1	89	95	77	12	1	-0.51	-6	9
COCCNC(=O)c1ccc(N(C)S(=O)(=O)c2ccc(OC)c(OC)c2)cc1	-39	102	102	82	nt	4	3	-10	-2
CCOc1ccccc1N=C1NC(=O)CS1	-7	95	101	86	-43	-1	1.9	nt	20
COC(=O)CCC(=O)Nc1ccc(S(=O)(=O)N2CCCCCC2)cc1	-4	nt	nt	nt	20	nt	-1	14	24
Cc1cc(C)c2[nH]c(=O)c(C(c3nnnn3CC3CCCO3)N3CCC(C)CC3)cc2c1 (stereo not drawn)	nt	99	91	66	nt	0	-0.42	nt	nt
Cc1cc(C)nc(NS(=O)(=O)c2cccs2)c1	nt	86	101	106	nt	9	nt	nt	nt
CC1CC(C)(C)N(C(=O)NC2CCCCC2)c2ccccc21 (stereo not drawn)	-9	96	98	51	-12	6	0.28	0	7
Cn1ncc(Cl)c1C(=O)Nc1sc2c(c1C(N)=O)CCC2	10	98	96	64	-54	-7	-0.93	-14	-3
CSc1ccccc1NC(=O)c1ccccc1N(Cc1ccccc1)S(C)(=O)=O	6	99	90	97	-5	-9	-1.3	-20	17
Cc1nc(NC(=O)CN(C)S(=O)(=O)c2ccc(Br)cc2)sc1C	17	90	95	53	2	-2	-1.2	-13	2
CCCCOCCCNC(=O)c1ccccc1OCC	nt	109	105	107	nt	-7	0.54	nt	nt
Cc1cc2ccccc2n1CCNC(=O)C(C)Oc1ccccc1 (stereo not drawn)	20	103	102	94	5	11	nt	-30	-1
O=C(COc1ccccc1)NC1=NCCS1	15	nt	nt	nt	18	nt	-0.36	5	1
CC(CC1C(C#N)=C(N)SC(N)=C1C#N)c1ccccc1 (stereo not drawn)	11	90	108	77	6	3	-2.3	25	-23
COc1ccc(C(C(=O)Nc2ccc(F)cc2)N(C(=O)Cn2nnc3ccccc32)C2CC2)cc1 (stereo not drawn)	11	nt	nt	nt	-22	nt	0.23	-20	42
Cc1ccc(Cl)cc1N1CCN(Cc2nc3c(c(=O)[nH]c(=O)n3C)n2CCc2ccccc2)CC1	-3	37	18*	4.3*	-46	-10	0.46	1	-11
CC(C)C(c1nnnn1C1CCCCC1)N1CCc2ccccc21 (stereo not drawn)	-2	105	99	108	20	-6	-0.16	7	14
O=C(CC1COc2ccccc2O1)NCc1ccccc1 (stereo not drawn)	21	98	95	94	-16	-5	0.83	12	-5
CCCOc1ccccc1-n1sc2c(c1=S)-c1cc(OC)cc3c1N(C(=O)C3=O)C2(C)C	6	47	74	1.5*	-38	19	0.13	-8	5

Part of the list above, with values under each structure.
Each structure is followed by: VCAM1 TNFa inh	HUVEC inhibit	Fibroblast inh	H69AR growth 86K	IL1B cytotox	Smad3 inh	Pyk2 oligo antag	TNFa cytotox	cytoskel mod
COc1ccccc1-n1c(SCC(=O)NC(C)(C)C)nc(O)c(Cc2ccccc2)c1=O
→ 14	91	94	96	1	3	-0.55	-10	-7
CN(C)c1ccc(/C=N/NC(=S)NCc2ccccc2)cc1
→ 9	nt	nt	nt	-4	nt	-0.68	18	-26
COc1ccc(CCNC(=O)C2CCCN(c3nn4c(=O)cc(C)nc4s3)C2)cc1OC (stereo not drawn)
→ 6	93	102	90	-19	7	0.58	-1	-15
O=C(O)Cn1c(CC(=O)N2CCCC2)nc2ccccc21
→ 15	88	95	94	9	-6	-0.07	-8	-13
CCS(=O)(=O)NCC(c1cccnc1)N1CCN(c2ccccc2F)CC1 (stereo not drawn)
→ nt	105	94	94	nt	3	0.38	nt	nt
O=C(Cc1cccs1)N1CCCC(c2nc(-c3ccc(S(=O)(=O)N4CCCC4)cc3)no2)C1 (stereo not drawn)
→ -1	101	91	81	-3	7	-0.57	-27	-43
COC(=O)C1=C(NC(=O)c2ccc(C)c(C)c2)CCS1
→ 4	nt	nt	nt	0	nt	0.53	-21	38
Cn1c(=O)[nH]c(=O)c2c1nc(CN1CCN(c3ccc(F)cc3)CC1)n2CCCc1ccccc1
→ -3	89	97	71	-3	-7	-0.79	-20	-2
O=C1OCCC1Sc1nnc(-c2ccc3c(c2)OCO3)n1-c1ccccc1 (stereo not drawn)
→ -22	105	100	98	-9	-8[fluorescence artefact?]	0.64	-12	3
CCOc1ccc(N(CC(=O)NCCCOC)S(C)(=O)=O)cc1
→ nt	97	93	86	nt	-6	-0.49	nt	nt
CCNC(=O)Nc1cc2nc(C)n(Cc3ccc(Br)cc3)c2nc1C
→ -16	100	92	nt	-73	2	0.65	-15	nt

(continued)
SMILES	VCAM1 TNFa inh	HUVEC inhibit	Fibroblast inh	H69AR growth 86K	IL1B cytotox	Smad3 inh	Pyk2 oligo antag	TNFa cytotox	cytoskel mod
COC(=O)c1sccc1NC(=O)CN1CCN(c2ccc(F)cc2)CC1	nt	85	96	67	nt	6	0.22	nt	nt
O=C(Nc1ccc(NC(=O)C2CC2)nc1)c1ccccn1	-2	82	106	83	-16	-4	-0.8	-16	17
CCOc1cccc(N2C(=O)CC(N(CCc3ccc(OC)c(OC)c3)C(=O)CC)C2=O)c1 (stereo not drawn)	17	98	104	94	0	-12	1.1	30	5
Cc1cc(C)n(-c2c(F)c(F)c(CN3CCCCC3)c(F)c2F)n1	nt	100	105	96	nt	2	0.17	nt	nt
Cc1ccc(-n2c(-c3ccco3)nc3nc4ccccc4nc32)cc1F	7	nt	nt	nt	-1	nt	-0.27	6	-10
CCC(=O)N1CCCc2cc(S(=O)(=O)N3CCN(c4ccccn4)CC3)ccc21	nt	103	103	89	nt	-4	0.11	nt	nt
OCCN1CCN(C(=S)c2ccc(Cl)cc2)CC1	9	98	105	87	18	-2	0.2	4	8
COC(=O)c1cc(Br)c(=O)n(-c2cc(C)on2)c1	1	97	98	88	-18	10[fluorescence artefact?]	0.64	8	-21
CS(=O)(=O)c1ccc2nc(NC(=O)CN3CCCCCC3)sc2c1	16	90	91	nt	-22	13	0.89	-39	nt
CCOc1ccc(C2C3=C(CCCC3=O)Nc3nc(C(F)(F)F)nn32)cc1OC (stereo not drawn)	nt	102	92	103	nt	-5	-0.6	nt	nt
COC(=O)c1c(NC(=O)c2c(C)noc2C)sc2c1CCCCCC2	33	79	94	50	-11	12[fluorescence artefact?]	nt	-3	16
COc1ccccc1C(=O)NC(=Nc1nc2ccccc2o1)NC(=O)c1ccccc1OC	27	14*	71	18*	5	2	-1.3	4	-9
COC(=O)COc1ccc(S(=O)(=O)NCc2cccnc2)cc1	-20	84	97	96	-5	6	-0.57	19	3
Cc1sc2ncnc(Oc3ccc(-n4ccnc4)cc3)c2c1C	nt	85	87	68	nt	-9	-0.2	nt	nt
Cc1ccc(C(=O)OCC(=O)Nc2ncc(C(F)(F)F)cc2Cl)cc1NC(=O)c1ccco1	28	109	107	87	-10	-4	0.74	31	nt
Cc1ccc2c(c1)NC(=O)C(CC(=O)NCCN(CC(C)C)CC(C)C)O2 (stereo not drawn)	8	98	90	77	11	-5	nt	-6	5
CN(C)S(=O)(=O)c1ccc2[nH]cc(/C=C/c3nc4ccccc4c(=O)n3-c3ccccc3)c2c1	2	57	73	37*	7	-10	-1.4	6	-19
CCOC(=O)C1=C(CSc2nccn2C)NC(=O)NC1c1cc(C)ccc1C (stereo not drawn)	-6	101	101	96	-14	4	0.95	-17	-2
O=c1c2cc(F)ccc2[nH]c(=S)n1CCCN1CCOCC1	19	100	104	98	-11	-2	0.6	-2	-5
Cc1cc(NCCO)nc(N2CCOCC2)n1	0	109	101	98	-3	-9	0.07	-8	4
OCCN1CCOCCN(CCO)CCN(CCO)CC1	10	92	106	99	nt	3	-0.48	-15	-11
Cc1cc2c(c(=O)n1Cc1cccnc1)C(c1ccc(F)cc1)C(C#N)=C(N)O2 (stereo not drawn)	2	93	95	70	-10	-1	-0.41	-12	50
CCc1c(C)[nH]c2ccccc2c1=O	nt	104	107	90	nt	4	0.16	nt	nt
COc1cccc(-n2nnnc2SCC(=O)Nc2ccc(C(C)=O)cc2)c1	-7	108	104	99	0	-15	0.82	nt	0
Cc1cccc(NC(=O)C2CC(=O)OC23CCCCC3)c1 (stereo not drawn)	0	107	96	90	-20	8	-0.55	8	1
O=[n+]1c2c(n([O-])c3cc(F)c(N4CCCC4)cc31)CCCC2	-4	99	109	92	-26	13	1	-25	6
CCOC(=O)N1CCN(C(=O)CSc2nnc(C3COc4ccccc4O3)o2)CC1 (stereo not drawn)	-1	104	100	98	-2	-6	nt	-10	4
COc1ccc(S(=O)(=O)N2CCC(C(N)=O)(N3CCCCC3)CC2)cc1	9	88	91	96	-1	-1	nt	-17	-12
Cc1oc(C(=O)O)cc1CSCc1ccoc1C(=O)O	-12	102	109	94	-47	-9	-0.11	-55	16
Cc1cccc(/C=C2/C(=O)/C(=C/c3ccccc3C)C3CCC2N3C)c1 (stereo not drawn)	17	nt	nt	nt	-7	nt	0.3	-7	-1
CCNc1oc(COc2ccccc2F)nc1C#N	0	nt	nt	nt	21	nt	0.22	10	9
CCN1CCN(Cc2c(OC)ccc3ccccc23)CC1	-1	96	98	96	-28	-10	0.8	-11	-9

A portion of the library; count on the stated rates, not on these rows.
